# VHR inh color: blocks the human dual specificity phosphatase VHR1. P51452. recombinant VHR phosphatase, colorimetric substrate read-out. inhibition, % at 20 µM. actives 0.7% (n = 50,000); in the data active = inhibition above about 60%; also: some results filed as inactive read as strong as hits
# Target sequence (P51452 whole entry, looked up): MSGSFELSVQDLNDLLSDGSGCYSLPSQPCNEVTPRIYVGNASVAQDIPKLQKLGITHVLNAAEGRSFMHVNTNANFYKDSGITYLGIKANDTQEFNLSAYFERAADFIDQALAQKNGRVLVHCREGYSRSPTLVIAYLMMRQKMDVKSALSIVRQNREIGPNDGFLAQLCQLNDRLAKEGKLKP
# Active calls of the source: *.
SMILES,VHR inh color
O=C(O)c1ccc(N/C(=N\S(=O)(=O)c2ccccc2)c2ccccc2)cc1,-33
CN1CCN(C(=O)c2nn3c(C(F)(F)F)cc(-c4ccccc4)nc3c2Cl)CC1,-26
COC(=O)c1ccc(-n2c(C)ccc2-c2ccccc2)cc1,-6
CCOC(=O)c1c(CN(C)C)n(-c2ccccc2)c2ccc(OC(C)=O)cc12,-1
NC(=O)c1nn2c(c1Br)NC(c1ccccc1)CC2C(F)(F)F (centres undefined),-23
CCOc1ccc(C2CC(=O)NC(SCc3ccccc3)=C2C#N)cc1OC (centres undefined),10
Cc1ccc(S(=O)(=O)NC(=O)N2CCN(c3ccc(F)cc3)CC2)cc1,-6
C=CCn1c(C(O)c2ccccc2)nc2ccccc21 (centres undefined),-14
O=C(COc1ccc(Cl)cc1Br)N1CCN(c2ccccn2)CC1,-10
O=C1CC(Cc2ccccc2)C(=O)N1c1ccc2ccccc2n1 (centres undefined),-5
C=CCN1C(=O)NC(=O)/C(=C/c2ccc(N(C)C)c(Br)c2)C1=O,6
O=C(NC(Nc1ccccc1F)C(=O)c1ccccc1)c1ccco1 (centres undefined),-13
COc1ccccc1N1C(=O)/C(=C/C(C)=C/c2ccccc2)SC1=S,4
Cc1ccnc(NC(=O)c2ccc(OCC(C)C)cc2)c1,21
Cc1ccccc1-c1cc(C(=O)Nc2ncccc2C)c2ccccc2n1,14
CC(C)N1C(=O)C(=Cc2c(N(C)Cc3ccccc3)nc3ccccn3c2=O)SC1=S,-8
COc1cccc(OCCCCNCC2CCCO2)c1 (centres undefined),-14
Cc1c(C(=O)O/N=C(\N)c2ccc(Br)cc2)cccc1[N+](=O)[O-],-16
CCN(CC)S(=O)(=O)c1ccc(NC(=O)c2ccc(OC)cc2)cc1,-3
Cc1cc(C)cc(N2C(=O)NC(=O)/C(=C\C=C\c3ccco3)C2=O)c1,-3
COc1ccc(S(=O)(=O)Nc2ccc(Oc3ccccc3)cc2)cc1Br,8
COc1ccc(Br)cc1/C=C/C(=O)Nc1cc(C)ccn1,0
CCC(=O)Nc1nc(C)c(-c2csc(Nc3cccc(C(=O)O)c3)n2)s1,56
Cc1nc(SCC#N)c(C#N)c(C)c1C,-10
O=C(Nc1cccc(C(F)(F)F)c1)c1ccccc1[N+](=O)[O-],-8
C=CCSc1nc2c(c(-c3ccc(Br)cc3)c1C#N)C(=O)CC(C)(C)C2,-8
CC(=O)N/N=C/c1ccc2c(c1)OCO2,-16
O=C(c1ccc(S(=O)(=O)N2CCCCC2)cc1)N1CCN(c2ccccc2)CC1,4
COc1ccc(CCNC(=O)COc2ccc3ccccc3c2)cc1OC,4
Cn1c2ccccc2c2nnc(SCc3ccccc3)nc21,-8
CSc1ccc(S(=O)(=O)N(CC(=O)Nc2cccc(Cl)c2Cl)c2ccc(C)cc2)cc1,-21
O=C(O)c1ccc(-c2ccc(/C=C3\SC(=S)N(c4cccc(F)c4)C3=O)o2)cc1,-12
O=C(CCc1ccccc1O)N/N=C/c1ccc(Sc2cccc3cccnc23)o1,15
Cc1sccc1/C=N/NC(=O)C1CC1,-14
Cc1cccc(NCCC(=O)c2cccc([N+](=O)[O-])c2)c1C,-6
COC(=O)c1ccc(C(=O)OC)c(NC(=O)c2c(Cl)cccc2Cl)c1,4
CCOC(=O)C1=NNC(C(=O)c2ccccc2)C1c1ccc(OC)cc1 (centres undefined),3
O=c1c2cc(I)ccc2nc(/C=C/c2cccc([N+](=O)[O-])c2)n1-c1ccccc1,-12
COc1ccc(-c2nc3cc(NC(=S)NC(=O)c4ccco4)ccc3o2)cc1OC,-24
CCOc1cc(/C=C2\C(=O)NC(=O)N(c3ccc(Cl)cc3)C2=O)cc(Br)c1OC,-35
O=C(CN(c1ccc(F)cc1)S(=O)(=O)c1ccccc1)Nc1cccc2ccccc12,-11
CCOc1ccc(-c2csc(/C(C#N)=C/c3ccc(C)o3)n2)cc1,13
Cc1nc2ccccc2c(=O)n1-c1ccc(-c2ccccc2)cc1,-15
Clc1ccc(CN2CCN(/N=C/c3ccc(Cl)c(Cl)c3)CC2)cc1,0
CN1CCN(C(=O)c2nn3c(C(F)(F)F)c4c(nc3c2Cl)-c2ccccc2CC4)CC1,7
Cc1cocc1C(=O)N1N=C(c2ccccc2)CC1(O)C(F)(F)F (centres undefined),10
Cc1ccc(NCC(O)COc2ccc(OCC(O)CNc3ccc(C)c(C)c3)cc2)cc1C (centres undefined),-7
Fc1ccc(OCCOc2ncnc3ccccc23)cc1,-13
C=CCN1C(=O)/C(=C\c2cc(Br)c(O)c(OCC)c2)C(=O)NC1=S,28
C=CCOC(=O)C1=C(C)NC(=O)NC1c1cccc(Oc2ccccc2)c1 (centres undefined),-24
# Carrying on:
SMILES,VHR inh color
Cc1cccc(OCC(=O)N/N=C\c2ccc(-c3cc([N+](=O)[O-])ccc3Cl)o2)c1C,-15
CCCc1nnc(NC(=O)CSc2nc3ccccc3s2)s1,13
CCN(CC)C(=O)CN(c1ccc(OC)cc1)S(C)(=O)=O,-11
CC(=O)c1cnc2cc(-c3cccc(Br)c3)nn2c1C,-8
CS(=O)(=O)N1CCN(c2ccc([N+](=O)[O-])c3ncccc23)CC1,5
Brc1ccc(-c2csc(NC3=NCCCCC3)n2)cc1,-21
O=C(O)C(CO)NC(=O)C(F)(F)C(F)(F)C(=O)NC(CO)C(=O)O (centres undefined),-13
O=C(Nc1cccc(Br)c1)c1ccc(N2C(=O)c3ccccc3C2=O)cc1,20
O=C(Nc1ccccc1C(F)(F)F)c1ccc(Cl)cc1Cl,-20
O=C(O)CCCCCN1C(=O)C(=O)/C(=C(/O)c2ccccc2)C1c1ccccc1Cl (centres undefined),0
CCOC(=O)C(C(=O)Nc1ccc(C)cc1)C1CCCCC1 (centres undefined),-6
OC1(C(F)(F)F)CC(c2ccccc2)=NN1C(=S)c1ccccc1 (centres undefined),-28
CCCOc1ccc(C(=O)Nc2nc(-c3ccccc3)cs2)cc1,12
Cc1[nH]c2ccccc2c1/C=C(/C#N)C(=O)NCc1ccccc1,-3
COc1ccc(N2C(=O)c3cccc4c([N+](=O)[O-])ccc(c34)C2=O)cc1,-2
CC(C)(C)P(=O)(c1ccc(C(=O)O)cc1)C(C)(C)C,-19
O=C(/C=C/c1cccc([N+](=O)[O-])c1)c1cccc(Br)c1,0
CCOc1ccc(NC(=O)c2ccc(S(=O)(=O)N(CC)CC)cc2)c([N+](=O)[O-])c1,-8
CC1=C(C(=O)Nc2ccccc2C)C(c2ccc3c(c2)OCO3)C2=C(CC(C)(C)CC2=O)N1 (centres undefined),-1
Cc1cccc(-n2c(C)cc(C=C3C(=O)NC(=S)NC3=O)c2C)c1,-6
CCc1ccccc1NC(=O)c1c(NC(=O)c2ccccc2Cl)sc2c1CCC2,3
O=C1CCCC2=C1C(c1ccc(OCc3ccccc3)cc1)Nc1ccc3ncccc3c12 (centres undefined),-3
O=C(CN1C(=O)C2CC=C(Cl)CC2C1=O)N1CCCC1 (centres undefined),17
O=C1c2ccccc2C(=Nc2cc([N+](=O)[O-])ccc2O)C1c1ccc2ccccc2c1 (centres undefined),-24
COc1ccccc1-n1c(/C=C/c2c[nH]c3ccccc23)nc2ccccc2c1=O,5
CCc1ccccc1N(CC(=O)NCCc1ccccc1)S(C)(=O)=O,-36
O=S(=O)(Nc1ccc(S(=O)(=O)N2CCCCC2)cc1)c1ccccc1,19
O=C(CSc1nnc2c(n1)[nH]c1ccccc12)N(c1ccccc1)c1ccccc1,-1
C/C(=N\NS(=O)(=O)c1ccc(C)c([N+](=O)[O-])c1)c1ccc(N)cc1,3
Oc1ccc2ccccc2c1CN1CCOCC1,0
O=C(NCc1ccccc1)C(=O)Nc1cccc(Cl)c1Cl,-8
CC(N=C1NS(=O)(=O)c2ccccc21)c1ccccc1 (centres undefined),-16
Cc1ccc(NC(=S)NC(=O)/C=C/c2ccccc2)cc1C,-17
CN(C)/C=C1\C=C2C(=O)c3ccccc3N2C1=O,7
CCOc1cccc(C2C(C(=O)OCCOC)=C(C)NC3=C2C(=O)CC(C)(C)C3)c1 (centres undefined),-1
Cc1cccc(C(=O)N2CCC(C)CC2)c1,2
O=C(CSc1ccccn1)Nc1ccc2nc(SCC(=O)Nc3ccccc3F)sc2c1,23
CC(=O)Nc1ccc(-c2ccco2)cc1,9
CCOc1ccccc1C(=O)Nc1nc(-c2ccc(Br)cc2)cs1,12
Clc1ccc(N2CCN(/N=C/c3ccccc3Cl)CC2)cc1,8
COC(=O)c1ccccc1NC(=O)c1cc2ccccc2o1,-4
CC(=O)C1(Nc2ccccc2)CC(C)=NN1C(=O)c1ccccc1 (centres undefined),-18
COc1ccc(/C=C/C(=O)Nc2ccc3c(c2)oc2ccccc23)cc1,-27
COc1ccc(-c2csc(/C(C#N)=C\c3cc(OC)ccc3OC)n2)cc1,18
CCOC(=O)c1c(C)[nH]c(/C=N/O)c1O,-12
Cc1cccc(OCCN2CCOCC2)c1,-23
COC(=O)C(NC(=O)COc1ccc(Cl)cc1Cl)C(C)C (centres undefined),-50
NC(=O)c1cccc(NC(=O)c2ccccc2I)c1,5
c1ccc(CN2CCN(C3CCCCC3)CC2)cc1,-3
Cc1ccc(-c2cc3nc(C)c(Cl)c(C)n3n2)cc1,1
# Additional entries.
SMILES,VHR inh color
Cc1ccc(S(=O)(=O)n2c(C)nc3ccccc32)cc1,2
Cc1ccccc1NC(=O)C(=O)NCc1cccnc1,-16
O=C(Nc1ccccc1-c1ccccc1)c1cccc(I)c1,-36
O=C(O)C1CC=CCC1C(=O)Nc1ccc(-c2ccccc2)cc1 (centres undefined),-11
O=C(NCCC1=CCCCC1)c1cccc([N+](=O)[O-])c1,4
COc1ccc(CCNc2cc(N3CCN(S(=O)(=O)N(C)C)CC3)ccc2[N+](=O)[O-])cc1OC,-3
COc1ccc(OC)c(C2/C(=C(\O)c3ccc([N+](=O)[O-])cc3)C(=O)C(=O)N2CCCCCC(=O)O)c1 (centres undefined),-2
Fc1cccc(Cl)c1-c1nnc2ccc3ccccc3n12,2
NC(=O)C1CCCc2c1[nH]c1ccccc21 (centres undefined),-4
Fc1ccc(-c2nnn(Cc3nn[nH]n3)n2)cc1,-6

# Part of the list above in order of length of the SMILES, lowest first:
SMILES,VHR inh color
Cc1cccc(OCCN2CCOCC2)c1,-23
NC(=O)C1CCCc2c1[nH]c1ccccc21 (centres undefined),-4
c1ccc(CN2CCN(C3CCCCC3)CC2)cc1,-3
Cc1ccccc1NC(=O)C(=O)NCc1cccnc1,-16
NC(=O)c1cccc(NC(=O)c2ccccc2I)c1,5
Fc1ccc(-c2nnn(Cc3nn[nH]n3)n2)cc1,-6
Fc1cccc(Cl)c1-c1nnc2ccc3ccccc3n12,2
O=C(Nc1ccccc1-c1ccccc1)c1cccc(I)c1,-36
Cc1ccc(-c2cc3nc(C)c(Cl)c(C)n3n2)cc1,1
Cc1ccc(S(=O)(=O)n2c(C)nc3ccccc32)cc1,2
Clc1ccc(N2CCN(/N=C/c3ccccc3Cl)CC2)cc1,8
O=C(NCCC1=CCCCC1)c1cccc([N+](=O)[O-])c1,4
O=C(O)C1CC=CCC1C(=O)Nc1ccc(-c2ccccc2)cc1 (centres undefined),-11
CC(=O)C1(Nc2ccccc2)CC(C)=NN1C(=O)c1ccccc1 (centres undefined),-18
COc1ccc(/C=C/C(=O)Nc2ccc3c(c2)oc2ccccc23)cc1,-27
COc1ccc(-c2csc(/C(C#N)=C\c3cc(OC)ccc3OC)n2)cc1,18
COc1ccc(CCNc2cc(N3CCN(S(=O)(=O)N(C)C)CC3)ccc2[N+](=O)[O-])cc1OC,-3
COc1ccc(OC)c(C2/C(=C(\O)c3ccc([N+](=O)[O-])cc3)C(=O)C(=O)N2CCCCCC(=O)O)c1 (centres undefined),-2

# Remaining list, next part:
SMILES,VHR inh color
OC1C2CCCC1C(N1CCCCC1)CC2 (centres undefined),-5
CCn1ccnc1C(O)c1cccc(OC)c1 (centres undefined),-8
NC(=O)c1cc(NC(=O)c2cc3ccccc3cc2O)cc(C(N)=O)c1,-13
O=C(Nc1cccc(C(F)(F)F)c1)C1C2CC/C=C\CCC21 (centres undefined),-29
CCCOc1ccc(Cc2c(O)[nH]c(=S)[nH]c2=O)cc1C,20
COc1cccc(/C=C(\C#N)c2nc3ccc(C)cc3[nH]2)c1O,-12
COc1ccc(-c2ccc(/C=C/C(=O)O)o2)cc1,-20
CC(C(=O)N1C(C)CCCC1C)N1C(=O)c2ccccc2C1=O (centres undefined),21
COc1ccccc1CNC(=O)C1CC(=O)N(c2ccc(C)cc2)C1 (centres undefined),-30
COCCOC(=O)C1=C(C)NC2=C(C(=O)CC(C)(C)C2)C1c1ccc(Cl)cc1Cl (centres undefined),-13
S=c1[nH]nc(-c2ccccc2)n1Cc1ccccc1,14
O=C(N=Nc1c(O)n(Cc2ccccc2)c2ccccc12)c1ccccc1O,-4
Cc1cccc(C)c1OC(=O)c1ccc([N+](=O)[O-])cc1Cl,-34
O=C(COc1ccccc1O)NCCN1CCOCC1,-13
NC(=O)c1c(NC(=O)COc2ccc(Cl)cc2)sc2c1CCCC2,4
Cc1c(C#N)c(=O)ncn1Cc1ccccc1,1
CCOc1cc(/C=N\N2CCN(c3ccccc3)CC2)ccc1O,6
COc1cc(NC(=O)c2ccccc2[N+](=O)[O-])ccc1NC(=O)c1cc2ccccc2o1,-9
O=C(O)CCN1C(=O)/C(=C/c2ccc(-c3ccccc3[N+](=O)[O-])o2)SC1=S,39
COC(=O)C1=C(C)N(C)C(C)=C(C(=O)OC)C1c1ccccc1C,-7
Cc1ccc(OCC(=O)N=Nc2c(O)[nH]c3ccc(Br)cc23)cc1,-19
COc1ccc(/C=C/C(=O)Nc2ccccc2C(F)(F)F)cc1OC,-8
COc1cc(Cl)c(NC(=O)c2cc3ccccc3cc2O)c(OC)c1,-16
COc1cc2c(cc1OC)C1=CC(=O)C(=O)N1C(C)(C)C2,8
CC(C)=CCCC1=CCC2(C)C(=O)NNC(=O)C2C1 (centres undefined),-7
O=C1C2C(C(=O)N1/N=C/c1ccco1)C1C=CC2C12CC2 (centres undefined),-14

# Bioassay records (PubChem BioAssay)

# Not all compounds are listed; the hit share may differ from the screen's.
